TDP43 rescue: rescues yeast growth from TDP-43 toxicity | TDP-43 expressing yeast growth rescue, BacTiter-Glo, 24 h | Potency, µM (highest dose often 46.1 µM), without a hit: at the highest dose growth rescue (activation), actives largely listed as activators | 410,000 tested, 1.8% active; further: % of control where 0% means no effect; nearly all actives have a fitted effect of over 50% in size
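In this qHTS, compounds that restore growth of yeast expressing TDP-43 appear as activators. Cells (OD600=0.02, galactose medium, raffinose-pregrown) are incubated with compound 24 hr at 30 deg C and growth is quantified by BacTiter-Glo.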
HT1080-NT tox: kills 2HG-producing HT-1080-NT fibrosarcoma cells | HT-1080-NT fibrosarcoma viability, CellTiter-Glo ATP luminescence, 48 h | Potency, µM (highest dose often 46.1 µM), without a hit: at the top dose activity, negative = less viability, usual class: cytotoxic | 360,000 tested, 1.6% active | AID 686970;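 further: NT is the 2HG producing partner of a matched IDH1 knockdown line; 0% = DMSO-treated cells and -100% = media-only wells without cells; nearly all actives have a fitted effect of over 55% in size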
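Compounds were tested in concentration-response format on HT-1080-NT cells for 48 hours at 37 degrees C. Cell viability came from CellTiter-Glo luminescence; curves were classified by r2, response magnitude and activity.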
HT1080 IDH1KD tx: toxicity to HT-1080 IDH1 knockdown cells (counter line) | HT-1080 IDH1 knockdown viability, ATP luminescence, 48 h | Potency, µM (series often up to 46.1 µM), without a hit: top-dose activity, negative = toxicity, most hits filed as cytotoxic | 360,000 tested, 2% active;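 further: 0% = DMSO wells and -100% = cell-free medium wells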
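CellTiter-Glo luminescence after 48 h compound exposure at 37 degrees C of IDH1-knockdown HT-1080 cells in 5% FBS RPMI. %Activity scaled between DMSO wells and cell-free media wells, with curves fitted and assigned curve classes.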
KB-3-1 tox: kills parental KB-3-1 adenocarcinoma cells; Potency, µM (highest dose often 46.1 µM), for inactives: top-dose activity change, negative = cytotoxic, hits mostly cytotoxic; 400,000 tested, 1.4% active; KB-3-1 viability, CellTiter-Glo ATP luminescence, 72 h; further: on the % scale 0 is the no-effect control and ±100 the full control effect; nearly all actives have a fitted effect of over 60% in size
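72 h, 37 °C compound treatment of KB-3-1 parental cells; CellTiter-Glo added, 10 min, luminescence read. Data corrected against DMSO-only plates and normalized before curve fitting.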
HEK293 tox: cytotoxicity in counter-screen for GLP-1R inverse agonists. 410,000 tested, 0.13% active. Potency, µM (doses to about 38.3 µM), for the others: top-dose activity change, negative = inhibition, usual class: inhibitors. HEK293 cAMP-luciferase reporter cells, luminescence, 24 h;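 further: loss of luciferase light is scored as toxicity; on the % scale 0 is the no-effect control and ±100 the full control effect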
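1536-well qHTS counterscreen of the MLSMR; 200 cells/uL, 12 h pre-incubation, 23 nL cpd, 24 h at 37 deg C 5% CO2, luciferase detection reagent, 12 min RT, luminescence. Inhibition = undesired.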
GLP-1R inv ag: inverse agonists of human GLP-1 receptor; P43220; HEK293 GLP-1R CRE-luciferase, luminescence, 24 h; GLP-1R form is constitutively active; Potency, µM (titrated, usually from 38.3 µM), for inactives: at the highest dose activity change, negative = inhibition, usual class: inhibitors; 410,000 tested, 1.6% active; AID 624417; further: on the % scale 0 is the no-effect control and ±100 the full control effect; nearly all actives have a fitted effect of over 55% in size
Target sequence (P43220 whole entry, looked up): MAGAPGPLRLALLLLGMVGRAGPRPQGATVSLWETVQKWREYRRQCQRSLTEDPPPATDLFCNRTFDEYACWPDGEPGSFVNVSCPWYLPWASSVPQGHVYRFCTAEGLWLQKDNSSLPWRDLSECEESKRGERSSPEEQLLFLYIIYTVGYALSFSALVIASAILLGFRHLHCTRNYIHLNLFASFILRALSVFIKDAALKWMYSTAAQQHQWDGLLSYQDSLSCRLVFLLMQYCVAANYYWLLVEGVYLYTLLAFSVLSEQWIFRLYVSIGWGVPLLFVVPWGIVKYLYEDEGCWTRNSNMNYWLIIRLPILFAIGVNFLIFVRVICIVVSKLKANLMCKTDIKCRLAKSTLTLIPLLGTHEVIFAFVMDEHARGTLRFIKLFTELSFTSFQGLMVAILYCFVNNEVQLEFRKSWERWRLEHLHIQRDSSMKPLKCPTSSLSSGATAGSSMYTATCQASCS
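GLP-1R inverse agonism mode: basal reporter luminescence in engineered HEK293 cells measured after one day of compound exposure at 37 deg C, with a 12 min room-temperature detection step.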
KB-V1 MDR tox: kills drug-selected multidrug resistant KB-V1 cells; 400,000 tested, 3.4% active; Potency, µM (doses to about 46.1 µM), without a hit: at the highest dose activity change, negative = cytotoxicity, actives largely listed as cytotoxic; KB-V1 MDR cells viability, CellTiter-Glo, 72 h; further: on the % scale 0 is the no-effect control and ±100 the full control effect; nearly all actives have a fitted effect of over 60% in size
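qHTS viability screen in drug-selected KB-V1 MDR cells: 72 h compound treatment at 37 degrees C, ATP luminescence end point.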
SW480 rerep: induces DNA re-replication in SW480 colon adenocarcinoma cells; Potency, µM (titrated, usually from 46.1 µM), for the others: at the top dose re-replication activation, actives largely listed as activators; SW480 DNA re-replication, Hoechst DNA content imaging, 48 h; 340,000 tested, 1.8% active; further: % of control where 0% means no effect; nearly all actives have a fitted effect of over 55% in size
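DNA re-replication was detected as more nuclei of elevated Hoechst intensity after 48 hr exposure to compound (23 nL pinned per well of 250 cells).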
GLP1R ag: agonists of human GLP-1 receptor; 380,000 tested, 0.007% active; HEK293 GLP-1R CRE-luciferase, luminescence, 4-6 h; cells express a hypersensitive GLP-1R form; AID 624172; Potency, µM (top dose mostly 45.6 µM), inactives show at the highest dose activation, most hits filed as activators; P43220; further: % of control where 0% means no effect
Numbers without * were called inactive; ? = inconclusive; · = no result given; [ ] = another dose, or the depositor's remark. The call rests on the fitted dose curve; in most records, active means well fitted curve in the direction sought with a large enough effect; inconclusive means small, poorly fitted or top-dose-only effect, or another doubt; inactive means no such curve, though single readings can be large; an effect the other way counts as inactive or inconclusive. Potency means the concentration at half of the fitted maximal effect.

Compound | TDP43 rescue | HT1080-NT tox | HT1080 IDH1KD tx | KB-3-1 tox | HEK293 tox | GLP-1R inv ag | KB-V1 MDR tox | SW480 rerep | GLP1R ag
COc1ccccc1N/N=C/c1c(CO)cnc(C)c1O | 3% | 1% | 1% | -5% | ? | -17% | ? | -8% | 19%
c1ccc2c(c1)nc(N1CCCCCC1)c1ccccc12 | -3% | 0% | -15% | 23% | 0% | ? | 0% | ? | 27%
O=S(=O)(c1ccc(Br)cc1)c1nc(-c2cccs2)oc1SCc1ccccc1F | 8% | · | · | 0% | -11% | ? | -19% | · | ·
CC(=O)c1c(C)cc(C)c(CSc2nc(C)cc(=O)[nH]2)c1C | 0% | ? | ? | -4% | -9% | 62%[activator] | ? | 2% | 4%
Cc1cc(CN(C)C(=O)CC2C(=O)NCCN2Cc2ccc(-c3ccccc3)cc2)on1 (centres undefined) | -5% | -16% | -2% | -5% | 16% | -6% | -6% | -4% | 0%
CC(=O)NCCc1nc2cc(NC(=O)c3ccccc3)ccc2n1C | 1% | 0% | 0% | -4% | -7% | 1% | 5% | -3% | -3%
COc1ccccc1C1/C(=C(/O)c2cnn(-c3ccccc3)c2C)C(=O)C(=O)N1CCN(C)C (centres undefined) | -5% | ? | 15% | -8% | 2% | 12% | -4% | 10% | -6%
Nc1ccccc1Oc1ncc(C(F)(F)F)cc1Cl | -14% | 13% | 4% | -14% | -7% | 7% | -3% | 9% | 5%
COc1ccc(S(=O)(=O)N2CCN(C(=O)CCCN3C(=O)NC4(CCCC4)C3=O)CC2)cc1 | -11% | 6% | 2% | 7% | -1% | -15% | 0% | ? | -3%
CCOC(=O)C1C(c2ccc(Cl)cc2)NC(=S)NC1(O)C(F)(F)F (centres undefined) | -8%[0.397 µM] | 6% | -15% | 7% | 1% | -23% | 9% | 1% | 12%
OCCC1CN(Cc2cccn2-c2nccs2)CCN1C1CCCCC1 (centres undefined) | -5% | 0% | 2% | 3% | -7% | -22% | 2% | -4% | -4%
Cc1cccc(OCCNc2cc(N3CCN(CCO)CC3)ccc2[N+](=O)[O-])c1 | -14% | -4% | -9% | -8% | -29% | ? | 18µM* | ? | -3%
O=C(CN1CCCN(Cc2ccc(F)cc2Cl)C1=O)NC1CCCCCCC1 | -13% | -7% | ? | -17% | -16% | 0% | 0% | -2% | 5%
Cc1ccc(NC(=O)NCc2cccnc2)cc1Cl | 1% | -3% | 2% | 3% | -11% | -17% | 23% | 37% | -3%
CCOC(=O)c1nnc2c(-c3ccc(Cl)cc3)c(C)nn2c1C | 0% | · | · | -19% | -8% | 4% | ? | · | -2%
CC(=O)N1c2ccc(S(=O)(=O)NCC3CCC(C(=O)N(C)Cc4ccccc4)CC3)cc2CC1C (centres undefined) | 0% | -17% | -18% | -9% | -5% | 1% | -11% | 1% | 3%
C=C(C)c1cccc(C(C)(C)NC(=O)NCC2COCCO2)c1 (centres undefined) | 13% | 2% | 4% | 0% | 15% | 16% | -3% | 4% | 6%
Cc1ccc(-c2nnc(SCC(=O)Nc3nc4c(s3)CCCC4)n2C)cc1 | -18% | 9% | -4% | 1% | 6% | 9% | 13% | -6% | -10%
COc1cccc2cc(C(=O)NCCN3CCOCC3)c(=O)oc12 | 4% | -2% | 0% | 4% | 9% | 22% | 6% | -1% | 7%
COc1cc(OC)cc(C(=O)NC(=S)Nc2ccc3[nH]c(=O)[nH]c3c2)c1 | 8% | -15% | -1% | ? | 30%[activator] | 16% | 20% | ? | 1%
Cc1cc(CN(C)C(=O)c2cc(COc3ccc(C)c(C)c3)on2)on1 | 16% | 4% | 2% | 0% | 23% | ? | ? | 3% | 1%
CCc1cc(=O)oc2cc(C)cc(OC(C)C(=O)NCCCn3ccnc3)c12 (centres undefined) | -2% | 4% | 20% | 1% | -14% | 1% | 6% | -4% | 1%
CCCCOC(=O)c1ccc(OC(=O)N2CCOCC2)cc1 | 7% | -11% | -6% | -2% | 0% | -25% | -12% | -12% | -3%
COCCn1c(N)c(C#N)c2nc3ccccc3nc21 | -14% | 5%[9.24 µM] | -11% | 2% | · | 0% | 18% | ? | -2%

3 compounds already listed, sorted by length of the SMILES, lowest first.
Compound | TDP43 rescue | HT1080-NT tox | HT1080 IDH1KD tx | KB-3-1 tox | HEK293 tox | GLP-1R inv ag | KB-V1 MDR tox | SW480 rerep | GLP1R ag
Cc1ccc(NC(=O)NCc2cccnc2)cc1Cl | 1% | -3% | 2% | 3% | -11% | -17% | 23% | 37% | -3%
CCCCOC(=O)c1ccc(OC(=O)N2CCOCC2)cc1 | 7% | -11% | -6% | -2% | 0% | -25% | -12% | -12% | -3%
COc1cc(OC)cc(C(=O)NC(=S)Nc2ccc3[nH]c(=O)[nH]c3c2)c1 | 8% | -15% | -1% | ? | 30%[activator] | 16% | 20% | ? | 1%

Following part.
Compound | TDP43 rescue | HT1080-NT tox | HT1080 IDH1KD tx | KB-3-1 tox | HEK293 tox | GLP-1R inv ag | KB-V1 MDR tox | SW480 rerep | GLP1R ag
CN(CC(=O)NCc1ccco1)CC(=O)Nc1cc(S(C)(=O)=O)ccc1Cl | -5% | 8% | 9% | -2% | -3% | 17% | 9% | -512%[inhibitor] | 6%
COC(=O)/C=c1/s/c(=C(/C#N)C(=O)NCc2ccccc2)n(-c2ccccc2)c1=O | 4% | 0% | 2% | 3% | -4% | 2% | 0% | 9% | 1%
Cc1cccc(OCC(=O)NNC(=O)c2ccccc2OCc2c(C)noc2C)c1 | 21% | 5%[9.24 µM] | 2% | 10% | 0% | 5% | -29% | -13% | 10%
c1ccc(-c2nnc(CN3CCN(C(c4ccccc4)c4ccccc4)CC3)o2)cc1 | -1% | 1% | -1% | -27% | 10% | ? | -29% | 2% | 1%
CC12CC3(C)CC(C)(C1)CC(C(=O)NCC(=O)O)(C2)C3 | 0% | 2% | 5% | 3% | 3% | 0% | 12% | 2% | 0%
CC(C)C(NC(=O)OCc1ccccc1)C(=O)NC(Cc1c[nH]c2ccccc12)C(=O)O (centres undefined) | 21% | 13% | 5% | ? | -14% | 23% | 2% | · | -4%
Cc1nc(N2CCOCC2)sc1C=O | 0% | 4% | 4% | -9% | 6% | 13% | 15% | -65%[inhibitor] | -3%
COc1ccc(C2OC[C@H]3O[C@H](O)[C@H](NC(C)=O)[C@@H](O)[C@@H]3O2)cc1 (some centres undefined) | 3% | 7% | 1% | -3% | -1% | 5% | 15% | -22% | 5%
CN(Cc1nc(-c2cccnc2)no1)S(=O)(=O)c1ccc(Br)cc1 | ? | -4% | -2% | -10% | 41%[activator] | -5% | -1% | 2% | 8%
CCOC(=O)Cc1csc(N)n1 | -10% | -1%[9.24 µM] | 5% | 5% | 12% | -3% | ? | -14% | 0%
CN(CCC(=O)c1ccccc1)CCC(=O)c1ccccc1 | -16% | 8% | 6% | 6% | -13% | 10% | 9% | ? | 14%
O=C(NCC1CCCO1)c1cccc(Br)c1 (centres undefined) | 3% | 13% | 2% | 8% | -6% | 4% | -4% | -9% | -10%
O=C(CN(Cc1ccccc1)C(=O)CCC(=O)Nc1ccccn1)NCCc1ccccc1 | -15% | -1% | 3% | -7% | -7% | -18% | -9% | -14% | 11%
CCc1nnc(NC(=O)C(=O)c2cc(C)n(-c3ccccc3)c2C)s1 | -1% | · | · | -10% | 1% | -25% | -4% | · | ·
COc1ccc(-n2c(Cc3cccn3C)nnc2SCC(=O)NCC2CCCO2)cc1 (centres undefined) | 24% | ? | 7% | 17% | 5% | -7% | 8% | 1% | 3%
COc1ccc2nc(NNC(=O)COc3ccccc3)sc2c1 | 26% | ? | ? | -2% | 7% | -29% | ? | 0% | 8%
CCC(=O)NCCCCCCNC(=O)CC | -17% | 7% | 20% | 4% | -10% | 0% | 4% | -12% | -11%
COc1ccccc1C(=O)Nc1ccc(C(=O)/C=C/c2cccs2)cc1 | 0% | -22% | -19% | 2% | 14% | -16% | 23µM* | ? | -6%
C=CCN(c1ccccc1)S(=O)(=O)c1cccc(C(=O)Nc2cccc(C)n2)c1 | -4% | 0% | -11% | -27% | 9% | ? | ? | 6% | 8%
O=C(C[N+]1(CC#Cc2ccccc2)CCCCC1)c1ccccc1 | 23% | 2% | -7% | -22% | -3% | -2% | 2% | 3% | -4%
CC1CN(C(=O)COc2coc(CN3CCc4ccccc4C3)cc2=O)CC(C)O1 (centres undefined) | 9% | 8% | 2% | 24% | 3% | -5% | 24% | -4% | -6%
O=C(CS(=O)(=O)c1ccccc1)c1cc2ccccc2oc1=O | -37%[inhibitor] | -11% | -28% | -1% | -13% | -1% | 19% | -8% | 0%
Cc1ccc(NC(=O)Cn2cc(S(=O)(=O)c3ccccc3)c(=O)c3cc(F)ccc32)cc1 | 19% | -22% | -29% | 2% | 9% | -2% | 0% | 2% | -1%
CC1Sc2ccc(S(=O)(=O)N3CCC(C(=O)NCc4ccco4)CC3)cc2NC1=O (centres undefined) | -1% | -1% | -8% | -24% | -3% | -4% | 11% | -2% | 8%
CCCCCCCN=C(C)c1ccccc1O | 7% | 19% | 13% | 2% | 11% | 19% | ? | -7% | 0%
CCNC(=S)Nc1ccc2c(c1)c(=O)n(C)n2Cc1cccc(C(F)(F)F)c1 | 10% | -5% | -8% | -18% | -3% | 15% | ? | · | 2%
COc1cc(-c2nc(-c3ccc4c(c3)-c3ccccc3S4(=O)=O)c(-c3ccccc3)[nH]2)cc(OC)c1OC | 6% | -9% | 0% | -16% | 142%[activator] | 1.6µM* | 0% | 5%[9.22 µM] | -2%
Nc1cc(Cl)ccc1Oc1ccc(Cl)cc1 | -5% | -5% | ? | 7% | -14% | -21% | ? | 9% | -2%
CCN1/C(=C/c2ccc3ccccc3[n+]2CC)C=Cc2ccccc21 | -32%[inhibitor] | 6.5µM* | 8.2µM* | 0.82µM* | 4.5µM* | ? | ? | 1% | -35%[inhibitor]
CN1CCN(c2ccc3sc(-n4ccc5ccccc54)nc3c2)CC1 | -36%[inhibitor] | ? | ? | 2% | 3% | 6.3µM* | -11% | · | 11%
CN(C(=O)CSc1nc(-c2ccccc2)cn1N)C(c1ccccc1)c1ccccc1 | 1% | ? | ? | 0% | -10% | ? | -3% | 17% | 1%
O=S(=O)(c1ccc(F)cc1)c1nc(-c2ccco2)oc1NCCCn1ccnc1 | 15% | -10% | -9% | -6% | 4% | 16% | -2% | · | 8%

Screens: PubChem, National Center for Advancing Translational Sciences (NCATS)
